TcdB GH inh: TcdB glycohydrolase inhibition; AID 652162; inhibition, % at 9.99 µM; hit rate 0.24% among 350,000; P18177; TcdB glycohydrolase enzymatic assay, plate reader; in the data active = inhibition above about 10%
Target sequence (P18177 whole entry, looked up): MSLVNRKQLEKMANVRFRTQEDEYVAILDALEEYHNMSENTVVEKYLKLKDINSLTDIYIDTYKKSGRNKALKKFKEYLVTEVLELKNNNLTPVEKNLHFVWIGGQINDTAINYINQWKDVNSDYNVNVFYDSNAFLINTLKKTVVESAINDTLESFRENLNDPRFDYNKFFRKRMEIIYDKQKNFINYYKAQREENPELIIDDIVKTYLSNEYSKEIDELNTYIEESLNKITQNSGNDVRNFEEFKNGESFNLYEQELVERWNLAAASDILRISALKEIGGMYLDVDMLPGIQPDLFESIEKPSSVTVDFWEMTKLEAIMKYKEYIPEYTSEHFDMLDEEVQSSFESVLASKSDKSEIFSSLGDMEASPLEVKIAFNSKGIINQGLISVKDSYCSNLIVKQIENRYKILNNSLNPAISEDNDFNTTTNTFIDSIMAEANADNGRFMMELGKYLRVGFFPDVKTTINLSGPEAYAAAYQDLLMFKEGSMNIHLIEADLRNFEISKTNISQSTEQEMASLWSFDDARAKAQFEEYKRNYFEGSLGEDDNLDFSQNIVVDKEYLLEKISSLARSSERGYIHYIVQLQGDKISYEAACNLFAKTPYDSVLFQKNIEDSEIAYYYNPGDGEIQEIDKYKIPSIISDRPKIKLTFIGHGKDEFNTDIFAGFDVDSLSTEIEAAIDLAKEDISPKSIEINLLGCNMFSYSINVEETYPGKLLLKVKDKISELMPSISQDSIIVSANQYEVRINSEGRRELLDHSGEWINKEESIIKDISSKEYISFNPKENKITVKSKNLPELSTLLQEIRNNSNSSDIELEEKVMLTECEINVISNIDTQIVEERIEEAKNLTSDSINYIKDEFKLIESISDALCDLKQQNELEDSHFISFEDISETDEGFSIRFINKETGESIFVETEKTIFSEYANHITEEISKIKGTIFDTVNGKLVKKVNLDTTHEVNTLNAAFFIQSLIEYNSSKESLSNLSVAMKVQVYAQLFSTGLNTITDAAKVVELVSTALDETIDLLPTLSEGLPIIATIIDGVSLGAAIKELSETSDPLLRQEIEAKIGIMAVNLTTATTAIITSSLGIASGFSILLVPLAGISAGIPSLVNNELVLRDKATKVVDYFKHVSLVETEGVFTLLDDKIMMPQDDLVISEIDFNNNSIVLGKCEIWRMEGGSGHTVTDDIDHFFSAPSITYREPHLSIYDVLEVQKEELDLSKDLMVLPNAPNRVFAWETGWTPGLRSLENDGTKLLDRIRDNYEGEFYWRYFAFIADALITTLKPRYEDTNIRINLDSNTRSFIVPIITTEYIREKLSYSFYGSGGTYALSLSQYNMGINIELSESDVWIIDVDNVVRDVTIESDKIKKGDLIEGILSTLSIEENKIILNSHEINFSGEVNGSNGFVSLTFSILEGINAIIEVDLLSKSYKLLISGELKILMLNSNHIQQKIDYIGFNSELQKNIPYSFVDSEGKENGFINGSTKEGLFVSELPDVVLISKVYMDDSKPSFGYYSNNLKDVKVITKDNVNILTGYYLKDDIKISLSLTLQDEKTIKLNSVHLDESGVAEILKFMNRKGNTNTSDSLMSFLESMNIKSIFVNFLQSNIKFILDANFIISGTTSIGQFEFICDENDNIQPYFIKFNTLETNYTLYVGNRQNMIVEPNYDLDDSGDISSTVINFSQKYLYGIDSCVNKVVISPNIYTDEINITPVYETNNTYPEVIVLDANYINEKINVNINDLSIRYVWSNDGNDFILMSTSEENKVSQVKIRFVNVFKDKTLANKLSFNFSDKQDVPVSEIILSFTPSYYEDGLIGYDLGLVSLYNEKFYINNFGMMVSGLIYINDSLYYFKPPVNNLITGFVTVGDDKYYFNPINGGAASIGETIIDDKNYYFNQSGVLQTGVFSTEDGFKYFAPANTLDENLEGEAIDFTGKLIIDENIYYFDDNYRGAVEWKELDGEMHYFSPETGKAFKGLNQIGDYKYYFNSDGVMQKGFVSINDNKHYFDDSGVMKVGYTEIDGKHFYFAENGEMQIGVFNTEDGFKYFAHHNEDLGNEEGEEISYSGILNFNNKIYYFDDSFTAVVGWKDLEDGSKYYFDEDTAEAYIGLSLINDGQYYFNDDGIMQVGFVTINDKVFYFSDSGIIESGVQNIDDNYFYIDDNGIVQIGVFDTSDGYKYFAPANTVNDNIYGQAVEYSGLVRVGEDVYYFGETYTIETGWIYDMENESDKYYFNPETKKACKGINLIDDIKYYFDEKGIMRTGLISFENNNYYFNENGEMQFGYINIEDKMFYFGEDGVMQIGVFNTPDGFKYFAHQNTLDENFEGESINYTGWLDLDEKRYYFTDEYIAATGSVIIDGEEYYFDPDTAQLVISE
* marks the source's active call; other numbers are inactive results; & = joins results of further samples. The list is partial. The share of hits here may be higher or lower than overall.

SMILES	TcdB GH inh
C[C@H]1CCCCO[C@H](CN(C)Cc2ccc3c(c2)OCO3)[C@@H](C)CN([C@@H](C)CO)C(=O)c2cc(NC(=O)Nc3ccc4c(c3)OCO4)ccc2O1	-1.8
C[C@H](CO)N1C[C@H](C)[C@@H](CN(C)S(=O)(=O)c2cccs2)Oc2ccc(N(C)C)cc2CC1=O	-7.7
COc1ccc(S(=O)(=O)Nc2cccc3c2O[C@@H](CN(C)C(=O)Nc2ccc(C(F)(F)F)cc2)[C@@H](C)CN([C@H](C)CO)C3=O)cc1	-1.5
Cc1cccc(-c2ccc([C@H]3[C@@H](CO)N4CCCCN(Cc5ccncc5)C[C@H]34)cc2)c1	0.6
CCCNC(=O)N(C)C[C@H]1Oc2ncc(-c3ccc(C(=O)N(C)C)cc3)cc2C(=O)N([C@@H](C)CO)C[C@@H]1C	-2.9
CNC[C@@H]1Oc2c(NC(=O)Nc3ccc(OC)cc3)cccc2C(=O)N([C@H](C)CO)C[C@@H]1C	0.6
CC(C)NC(=O)N(C)C[C@H]1Oc2c(NS(C)(=O)=O)cccc2C(=O)N([C@H](C)CO)C[C@@H]1C	0.1&0.4
C[C@@H]1CN([C@@H](C)CO)C(=O)c2c(c3ccccc3n2C)-c2ccccc2CO[C@H]1CN(C)C(=O)Nc1ccc(F)cc1	0.7
COc1ccc2c3c(n(C)c2c1)[C@H](CO)N(C(=O)C1CCC1)CC31CCN(C)CC1	0.6
O=C([C@@H]1[C@@H](CO)[C@@H]2Cn3c(ccc(-c4ccc(F)cc4)c3=O)[C@@H]2N1Cc1cocn1)N1CCCCC1	-0.2
CO[C@H]1CN(C)C(=O)c2cc(NC(C)=O)ccc2OC[C@H](C)N(Cc2ccccc2C(=O)O)C[C@@H]1C	-0.2
CN1C[C@H](O)COC[C@@H]2O[C@H](CC(=O)NC3CCCC3)CC[C@H]21	-1.0
C[C@@H]1CN([C@H](C)CO)C(=O)c2cccc(NS(C)(=O)=O)c2O[C@H]1CN(C)Cc1ccc2c(c1)OCO2	-0.5
C[C@H](CO)N1C[C@H](C)[C@@H](CN(C)Cc2ccc(C(F)(F)F)cc2)Oc2c(NC(=O)c3ccncc3)cccc2C1=O	1.5
O=C(NCC[C@H]1CC[C@H](NS(=O)(=O)c2ccc(F)cc2)[C@@H](CO)O1)c1ccccc1F	0.2
C[C@@H]1CCCCO[C@H](CN(C)C(=O)CCCN(C)C)[C@@H](C)CN([C@H](C)CO)C(=O)c2cc(NC(=O)NC3CCCCC3)ccc2O1	-4.0
C[C@H]1CN([C@@H](C)CO)C(=O)c2cc(NC(=O)Nc3ccccc3)ccc2O[C@@H]1CN(C)Cc1ccc2c(c1)OCO2	1.0
CN1c2ccc(C3=CCCCC3)cc2[C@@H]2[C@@H](CCN2C(=O)Nc2ccccc2F)[C@@H]1CO	-1.0
C[C@H](CO)N1C[C@H](C)[C@H](CN(C)C(=O)C2CCCCC2)Oc2cc(-c3cccnc3)ccc2S1(=O)=O	0.2
Cc1noc(C)c1NC(=O)N(C)C[C@H]1Oc2ncc(C#CCC(C)C)cc2C(=O)N([C@H](C)CO)C[C@H]1C	0.3

Copied from the list.
Under TcdB GH inh, Cc1noc(C)c1NC(=O)N(C)C[C@H]1Oc2ncc(C#CCC(C)C)cc2C(=O)N([C@H](C)CO)C[C@H]1C shows 0.3
Under TcdB GH inh, C[C@H]1CN([C@@H](C)CO)C(=O)c2cc(NC(=O)Nc3ccccc3)ccc2O[C@@H]1CN(C)Cc1ccc2c(c1)OCO2 shows 1.0

(continued)
SMILES	TcdB GH inh
O=C(c1ccccc1)N1CC[C@@H]2[C@H]1c1cc(-c3ccccc3F)ccc1N[C@@H]2CO	-0.2
CN1c2ccc(-c3ccccc3F)cc2[C@H]2[C@H](CCN2C(=O)NC2CCCCC2)[C@H]1CO	-0.7
C[C@@H]1CN([C@@H](C)CO)C(=O)Cc2cc(NC(=O)c3ccncc3)ccc2O[C@H]1CN(C)CC1CC1	0.4
CCCN(C)C[C@@H]1OCCCC[C@@H](C)Oc2ccc(NC(=O)Nc3ccc(F)cc3)cc2C(=O)N([C@H](C)CO)C[C@H]1C	-1.7
C/C=C/c1ccc2c(c1)O[C@H](CN(C)C(=O)Nc1ccc(OC)cc1)[C@@H](C)CN([C@@H](C)CO)S2(=O)=O	-0.1
CO[C@H]1CN(C)C(=O)c2ccc(NS(C)(=O)=O)cc2OC[C@H](C)N(Cc2nccs2)C[C@@H]1C	-0.1
C[C@H]1CN([C@@H](C)CO)C(=O)c2cc(/C=C/c3ccccc3)cnc2O[C@H]1CN(C)S(=O)(=O)c1ccc(F)cc1	-0.1
CC(C)NC(=O)N1[C@@H](C#N)[C@@H](c2ccc(-c3ccc(F)cc3)cc2)[C@@H]1CO	0.8
CCS(=O)(=O)Nc1ccc2c(c1)C(=O)N(C)C[C@H](OC)[C@@H](C)CN(C)[C@@H](C)CO2	-1.1
C[C@H]1CN([C@@H](C)CO)C(=O)c2cccc(NC(=O)C3CC3)c2O[C@@H]1CN(C)S(=O)(=O)c1ccc(Cl)cc1	-1.6
COc1ccc(S(=O)(=O)N[C@H]2C=C[C@@H](CC(=O)NCc3ccccc3F)O[C@H]2CO)cc1	-5.5
CCCNC(=O)C[C@@H]1CC[C@@H]2[C@@H](COc3ccc(NC(=O)CCC)cc3C(=O)N2C)O1	-0.5
O=C(Nc1cccc(F)c1)N1CC(=O)N2[C@H](CO)[C@@H](c3ccc(Br)cc3)[C@@H]2C1	0.7
CCCc1cn(CC[C@H]2CC[C@H](NC(=O)C3CCC3)[C@H](CO)O2)nn1	-0.3
C[C@H](CO)N1C[C@H](C)[C@@H](CN(C)Cc2ccccc2)Oc2cc(C#Cc3ccccn3)ccc2S1(=O)=O	-0.2
C[C@@H]1CN([C@@H](C)CO)S(=O)(=O)c2ccc(-c3cccc(C#N)c3)cc2O[C@@H]1CN(C)Cc1cccc(F)c1	-2.2
CO[C@H]1CN(C)C(=O)c2cc(NC(=O)CC(F)(F)F)ccc2OC[C@H](C)N(S(=O)(=O)c2cn(C)cn2)C[C@@H]1C	-0.1
COCCN(C[C@@H]1[C@@H](c2ccccc2)[C@H](CO)N1C(C)=O)C(=O)c1ccccc1	-0.2
CCCC(=O)N1CC2(C1)CN(C(=O)C1CC1)[C@H](CO)c1[nH]c3cc(OC)ccc3c12	0.8
COc1ccc(NC(=O)Nc2ccc3c(c2)C(=O)N([C@@H](C)CO)C[C@H](C)[C@H](CN(C)S(=O)(=O)c2ccccc2)O3)cc1	1.4
CO[C@@H]1CN(C)C(=O)c2cc(NS(=O)(=O)Cc3ccccc3)ccc2OC[C@@H](C)NC[C@H]1C	-1.4
CC(C)CC#Cc1ccc2c(c1)O[C@@H](CN(C)S(=O)(=O)c1ccc(F)cc1)[C@H](C)CN([C@@H](C)CO)S2(=O)=O	-1.5
O=C(C1CCCC1)N1CC[C@H]2[C@H](CO)Nc3ccc(Br)cc3[C@H]21	2.7
COCC(=O)N1C[C@H]2[C@@H](c3ccccc31)[C@@H](CO)N2Cc1ccccc1F	-1.9
C[C@H](CO)N1C[C@H](C)[C@@H](CN(C)CC2CCCCC2)Oc2ccc(NC(=O)CCC(F)(F)F)cc2CC1=O	-0.8
CC(C)NC(=O)N(C)C[C@H]1Oc2ccc(NC(=O)Nc3ccc(F)cc3)cc2C(=O)N([C@@H](C)CO)C[C@@H]1C	-0.4
COc1ccccc1S(=O)(=O)N1[C@@H]2CNC[C@H]1C2c1ccc(-c2ccncc2)cc1 (some centres undefined)	1.1
CCC(=O)N1C[C@H](C)[C@H](OC)CN(C)C(=O)c2ccc(NC(=O)CC(F)(F)F)cc2OC[C@H]1C	-1.8
CCNC(=O)Nc1ccc2c(c1)C(=O)N(C)[C@H]1CC[C@H](CC(=O)NCC3CCCCC3)O[C@H]1CO2	-0.8
COc1ccc2c3c(n(C)c2c1)[C@@H](CO)N(Cc1nccs1)CC31CN(C(C)=O)C1	-0.3
Cc1ccccc1S(=O)(=O)N1C[C@@H](O)COC[C@@H]2O[C@@H](CC(=O)NCc3ccccc3Cl)CC[C@H]21	-8.2
CO[C@@H]1CN(C)C(=O)c2ccc(NC(=O)C3CCC3)cc2OC[C@H](C)N(C(=O)NC(C)C)C[C@H]1C	0.4
C[C@H]1CN([C@@H](C)CO)S(=O)(=O)c2ccc(C#CC3CC3)cc2O[C@@H]1CN(C)C(=O)CC1CC1	0.1
C[C@@H]1CN([C@@H](C)CO)C(=O)Cc2cc(NC(=O)Nc3ccccc3)ccc2O[C@H]1CN(C)S(=O)(=O)c1ccc(Cl)cc1	-0.5
CO[C@H]1CN(C)C(=O)c2ccc(NS(=O)(=O)c3cccc(F)c3)cc2OC[C@H](C)NC[C@@H]1C	1.0
COc1ccc(S(=O)(=O)N(C)C[C@H]2OCCCC[C@H](C)Oc3ccc(NS(=O)(=O)c4ccc(C)cc4)cc3C(=O)N([C@@H](C)CO)C[C@H]2C)cc1	-0.1
C[C@@H]1CN([C@H](C)CO)S(=O)(=O)c2ccc(-c3cncnc3)cc2O[C@@H]1CN(C)C(=O)C1CCC1	0.1
C[C@H]1CN([C@@H](C)CO)C(=O)c2cc(-c3cccc(C#N)c3)cnc2O[C@H]1CN(C)Cc1ccccc1	-0.4
COc1ccc(NC(=O)Nc2cccc3c2O[C@H](CN(C)Cc2ccc(C(F)(F)F)cc2)[C@@H](C)CN([C@H](C)CO)C3=O)cc1	0.1
COCC#Cc1cnc2c(c1)C(=O)N([C@H](C)CO)C[C@H](C)[C@@H](CN(C)C(=O)C1CC1)O2	-1.1

Random excerpt: seven records from the list, in no set order.
SMILES	TcdB GH inh
C[C@H](CO)N1C[C@H](C)[C@@H](CN(C)Cc2ccc(C(F)(F)F)cc2)Oc2c(NC(=O)c3ccncc3)cccc2C1=O	1.5
CCC(=O)N1C[C@H](C)[C@H](OC)CN(C)C(=O)c2ccc(NC(=O)CC(F)(F)F)cc2OC[C@H]1C	-1.8
C[C@H]1CN([C@@H](C)CO)C(=O)c2cc(/C=C/c3ccccc3)cnc2O[C@H]1CN(C)S(=O)(=O)c1ccc(F)cc1	-0.1
COc1ccc2c3c(n(C)c2c1)[C@@H](CO)N(Cc1nccs1)CC31CN(C(C)=O)C1	-0.3
COc1ccc(NC(=O)Nc2cccc3c2O[C@H](CN(C)Cc2ccc(C(F)(F)F)cc2)[C@@H](C)CN([C@H](C)CO)C3=O)cc1	0.1
COc1ccc(S(=O)(=O)N(C)C[C@H]2OCCCC[C@H](C)Oc3ccc(NS(=O)(=O)c4ccc(C)cc4)cc3C(=O)N([C@@H](C)CO)C[C@H]2C)cc1	-0.1
C[C@H](CO)N1C[C@H](C)[C@@H](CN(C)Cc2ccccc2)Oc2cc(C#Cc3ccccn3)ccc2S1(=O)=O	-0.2

Continued:
SMILES	TcdB GH inh
C[C@@H]1CN([C@@H](C)CO)C(=O)c2cc(C#CCc3ccccc3)cnc2O[C@H]1CN(C)Cc1ccccn1	-1.7
Cc1noc(C)c1NC(=O)N(C)C[C@H]1Oc2ccc(NC(=O)NC(C)C)cc2CC(=O)N([C@@H](C)CO)C[C@H]1C	-0.2
CO[C@H]1CN(C)C(=O)c2ccc(NC(=O)C3CCC3)cc2OC[C@@H](C)N(C(=O)NC(C)C)C[C@H]1C	0.4
C[C@H](CO)N1C[C@H](C)[C@H](CN(C)Cc2cccc(C(=O)O)c2)Oc2ncc(/C=C/c3ccccc3)cc2C1=O	-0.8
C[C@H](CO)N1C[C@H](C)[C@@H](CN(C)C)Oc2ccc(NC(=O)Nc3ccc(F)cc3)cc2C1=O	-4.3
CC(C)NC(=O)Nc1ccc2c(c1)CC(=O)N([C@@H](C)CO)C[C@@H](C)[C@@H](CN(C)CC1CC1)O2	-0.5
CC(C)CC#Cc1ccc2c(c1)O[C@@H](CN(C)C(=O)Cc1ccncc1)[C@@H](C)CN([C@H](C)CO)S2(=O)=O	0.8
Cc1noc(C)c1S(=O)(=O)Nc1ccc2c(c1)C(=O)N([C@H](C)CO)C[C@@H](C)[C@H](CN(C)Cc1ccccc1)OCCCC[C@@H](C)O2	1.5
C[C@@H]1CN([C@@H](C)CO)C(=O)Cc2cc(NC(=O)CCN3CCOCC3)ccc2O[C@H]1CN(C)S(=O)(=O)c1cn(C)cn1	-1.4
O=C(C[C@@H]1C[C@H]2c3cc(NC(=O)NC4CCCCC4)ccc3O[C@H]2[C@H](CO)O1)NCc1ccccn1	-7.9
Cc1ccc(S(=O)(=O)Nc2cccc3c2O[C@@H](CN(C)S(=O)(=O)c2ccccc2)[C@H](C)CN([C@H](C)CO)C3=O)cc1	0.2
O=C(C[C@@H]1C[C@H]2c3cc(NC(=O)NC4CCCC4)ccc3O[C@H]2[C@@H](CO)O1)NCc1ccccc1	-1.1
C[C@@H]1CCCCO[C@H](CN(C)Cc2ccncc2)[C@@H](C)CN([C@H](C)CO)C(=O)c2cc(NC(=O)C3CCCCC3)ccc2O1	0.2
CCCNC(=O)C[C@H]1CC[C@@H]2[C@@H](COc3ccc(NC(=O)Nc4c(C)noc4C)cc3C(=O)N2C)O1	-0.8
Cc1ccccc1S(=O)(=O)N1CCCCN2[C@H](CO)[C@@H](c3ccc(-c4ccccc4)cc3)[C@H]2C1	0.2
COc1cccc(S(=O)(=O)N[C@@H]2C=C[C@@H](CC(=O)NC3Cc4ccccc4C3)O[C@H]2CO)c1	-0.6
C[C@@H](NC(=O)C[C@@H]1C[C@H]2c3cc(NC(=O)NC4CCCC4)ccc3O[C@H]2[C@H](CO)O1)c1ccccc1	0.4
O=C(O)C[C@H]1C[C@@H]2c3cc(NC(=O)CC4CC4)ccc3O[C@@H]2[C@H](CO)O1	0.5
C[C@H](CO)N1C[C@H](C)[C@@H](CN(C)S(=O)(=O)c2ccccc2)Oc2ccc(NC(=O)Nc3cccc4ccccc34)cc2CC1=O	-4.8
C/C=C/c1ccc2c(c1)O[C@@H](CN(C)Cc1ccccn1)[C@H](C)CN([C@@H](C)CO)S2(=O)=O	0.7
C[C@H](CO)N1C[C@H](C)[C@@H](CN(C)S(=O)(=O)c2ccccc2)Oc2ncc(Br)cc2C1=O	-1.1
O=C(NC1CCC1)[C@@H]1[C@@H](CO)[C@@H]2Cn3c(ccc(-c4cncnc4)c3=O)[C@@H]2N1C(=O)NC1CCCC1	0.9
Cc1cc(C(=O)Nc2cccc3c2O[C@@H](CN(C)Cc2ccc(C(=O)O)cc2)[C@@H](C)CN([C@H](C)CO)C3=O)n(C)n1	-4.2

Assay outcomes as filed in PubChem.
